# Growth percent in the NCI-60 one-dose screen (48 h, 10 µM unless noted): 100 = growth as untreated, 0 = no growth, -100 = all killed.
# SNB-19: SNB-19 CNS cancer cells; 81,000 tested, 2.5% active
# SNB-75: SNB-75 CNS cancer. AID 1794750. 79,000 tested, 5% active
# SF-295: SF-295 CNS cancer cells; 79,000 tested, 5.6% active; AID 1794758
# SF-268: SF-268 CNS cancer cells; 82,000 tested, 3.1% active; AID 1794759
# U251: U251 CNS tumor cells. AID 1794753. 80,000 tested, 5.4% active
# HCC-2998: HCC-2998 colon cancer. 79,000 tested, 4.7% active. AID 1794799
# PC-3: PC-3 prostate cancer cells | 80,000 tested, 3.9% active | AID 1794754
# SF-539: SF-539 CNS cancer. 81,000 tested, 6.8% active. AID 1794752
# * marks the source's active call; other numbers are inactive results; nt = not tested or not shown. How the source made its calls: active means growth percent below 10; inactive means the rest.
1: O=P(OCC1CCCO1)(OCC1CCCO1)OCC1CCCO1 (stereo not drawn)
2: Cc1ccc(C(O)(c2ccccc2)c2ccc(C)cc2)cc1
3: O=c1cc(-c2ccccc2)oc2c1ccc1c(O)cccc12
4: CCOc1ccccc1C(=O)OCC(=O)Nc1cccc(S(=O)(=O)N(C)C)c1
5: CN(Cc1ccccc1)CC(O)CN(C)Cc1ccccc1
6: O=S1c2ccccc2N=C(c2cccc3ccccc23)CC1c1cccc2ccccc12 (stereo not drawn)
Screen / compound no.,1,2,3,4,5,6
SNB-19,104,99,70,84,104,105
SNB-75,86,96,66,83,95,77
SF-295,89,102,103,160,106,102
SF-268,93,106,91,122,88,96
U251,92,104,70,105,101,95
HCC-2998,105,106,70,99,120,109
PC-3,96,90,73,107,82,76
SF-539,95,111,68,100,104,106

7: Cn1cc(-c2nnc(N)nc2-c2c[nH]c3ccc(F)cc23)c2cccnc21
8: CS(=O)c1nccc(-c2c(-c3ccc(F)c(OCc4ccccc4)c3)nc3sccn23)n1 (stereo not drawn)
9: C/C(=N/NC(N)=S)c1ccc(Nc2nc(SCCC(C)C)nc(-c3ccccc3)c2C#N)cc1
10: N/N=C(\CCNc1ccc(S(N)(=O)=O)cc1)c1ccccc1
11: COc1ccc(/C=N/NC(=O)CSc2nc(-c3cnccn3)cc(-c3cccs3)c2C#N)cc1OC
12: CC(=S)Nc1ccccc1
Screen / compound no.,7,8,9,10,11,12
SNB-19,52,93,102,100,78,98
SNB-75,24,95,124,82,82,87
SF-295,26,101,100,110,83,105
SF-268,61,105,110,107,70,107
U251,37,105,108,102,21,96
HCC-2998,66,50,104,111,47,105
PC-3,64,54,99,98,81,85
SF-539,47,95,100,96,37,102

13: CCOC(=O)c1ccc(NC(=O)Nc2nc3ccccc3s2)cc1
14: Clc1ccc2c(NCCNc3nc(-n4ccnc4)nc4ccccc34)ccnc2c1
15: CCCCCCCCCCCC(=O)OCCNC(=O)C[n+]1ccccc1
16: NC1CCC(Nc2nc(NCc3ccc(-c4ccccc4O)nc3)c3ncn(C4CCCC4)c3n2)CC1 (stereo not drawn)
17: Nc1nc(N)nc(-c2ccccc2-c2nc(N)nc(N)n2)n1
18: CC(C)Cc1ccncc1
Screen / compound no.,13,14,15,16,17,18
SNB-19,103,75,102,8.5*,111,101
SNB-75,86,74,97,-70*,101,96
SF-295,116,92,79,-14*,101,97
SF-268,106,87,104,-26*,90,96
U251,88,69,101,-23*,103,99
HCC-2998,103,91,111,-73*,96,108
PC-3,97,69,92,-3.9*,104,102
SF-539,94,94,105,-81*,104,96

19: O=[N+]([O-])c1cccc(-c2nc3sccn3c2-c2ccnc(NCCNS(=O)(=O)c3ccc(C(F)(F)F)cc3)n2)c1
20: COc1ccc(Sc2[nH]c(C(C)=O)c3ccccc23)cc1
21: OCC(O)C(O)C(O)C(O)C(c1ccccc1)c1ccccc1 (stereo not drawn)
22: Clc1cc(Cl)cc(N2N=C(c3ccc4c(c3)OCO4)CC2c2cccc(Nc3ccnc4cc(Cl)ccc34)c2)c1 (stereo not drawn)
23: c1cncc(CNc2ccccc2-c2nnc(Nc3ccc4c(c3)OCO4)o2)c1
24: O=C1S/C(=C\c2ccccc2Cl)C(=O)N1Cc1cc2ccccc2nc1Cl
Screen / compound no.,19,20,21,22,23,24
SNB-19,61,67,110,95,39,100
SNB-75,nt,48,96,99,nt,82
SF-295,37,93,89,98,5.3*,97
SF-268,40,73,103,94,34,98
U251,51,76,98,95,23,111
HCC-2998,65,70,98,104,20,102
PC-3,17,52,91,68,28,100
SF-539,75,72,104,102,0.1*,98

25: Cc1c(C(=O)/C=C/Oc2ccc(S(N)(=O)=O)cc2)sc2nc3ccccc3n12
26: CC1(C)O[C@H]2OC(Cn3cc(COc4ccc5ccc(=O)oc5c4)nn3)[C@@H](OCc3ccccc3)[C@H]2O1 (stereo partly drawn)
27: O=S(=O)(NC1CCN(Cc2ccccc2)CC1)c1ccc2ccccc2c1
28: CCCCCCCCCCCCCCCCCCNC(=S)N/N=C/c1c(O)ccc2ccccc12
29: Cn1ccnc1C(=O)/C=C/c1ccc(NC(=O)c2ccc(F)cc2)cc1
30: NS(=O)(=O)c1ccc(Nc2ncc3c(n2)CCCC3=O)cc1
Screen / compound no.,25,26,27,28,29,30
SNB-19,99,87,69,98,28,101
SNB-75,105,74,100,89,47,94
SF-295,101,104,38,89,53,106
SF-268,102,94,85,96,22,106
U251,107,97,72,96,23,109
HCC-2998,115,98,73,106,40,113
PC-3,107,86,59,93,28,104
SF-539,107,102,59,98,-3.3*,99

31: O=C(Nc1nc2ccccc2s1)c1cc(-c2ccc(F)cc2)n2nc(-c3ccccc3)cc2n1
32: COc1ccc(N2CCN(/C(=N\c3sc(-c4ccccc4)nc3-c3ccccc3)c3ccccc3)CC2)cc1
33: Cc1ccccc1C(c1ccccc1)N(C)C (stereo not drawn)
34: COc1cccc(C2=NN3C(C2)c2cc(Br)cc(OC)c2OC32CCN(Cc3ccccc3)CC2)c1 (stereo not drawn)
35: O=C1OC(Cc2ccccc2)C1c1ccccc1 (stereo not drawn)
36: Cc1nc(-c2cc3ccccc3oc2=O)ccc1C(=O)/C=C/c1ccc(N2CCOCC2)cc1
Screen / compound no.,31,32,33,34,35,36
SNB-19,71,101,99,101,99,80
SNB-75,38,99,87,90,92,59
SF-295,40,107,102,101,98,66
SF-268,nt,108,106,94,98,75
U251,18,103,106,99,97,90
HCC-2998,98,103,nt,99,99,84
PC-3,57,96,90,nt,106,87
SF-539,64,105,101,105,102,45

37: Nc1nc2c(C(=O)Nc3ccc(Cl)cc3)c(Nc3ccccc3)nn2cc1-c1nc2ccccc2s1
38: Cc1nc2c(=O)[nH]c(SCC(=O)Nc3cccc(F)c3)nc2[nH]c1=O
39: CC1(C)CC[C@]23CC[C@]4(C)[C@H](CC[C@@H]5[C@@]6(C)C/C(=C/c7ccccc7)C(=O)C(C)(C)[C@@H]6CC[C@]54C)[C@H]2[C@H]1OC3=O
40: O/N=C(\C=N\O)c1ccccc1
41: COC1CC(Cn2cc(COc3ccc4ccc(=O)oc4c3)nn2)C(OCc2ccccc2)C(OCc2ccccc2)C1OCc1ccccc1 (stereo not drawn)
42: CC(C)N(Cc1ccccc1)c1c(S)ssc1=S
Screen / compound no.,37,38,39,40,41,42
SNB-19,96,102,98,100,95,21
SNB-75,89,94,79,95,92,-2.3*
SF-295,98,103,93,110,102,-5.6*
SF-268,96,102,89,100,122,29
U251,104,106,92,97,100,5.5*
HCC-2998,113,104,97,95,121,25
PC-3,93,102,72,84,93,1.2*
SF-539,93,101,90,105,102,2.5*

43: O=c1oc2ccc(F)cc2c(=O)n1-c1ccc(Br)cc1F
44: Brc1ccc(-c2cn(-c3ccccc3)c(=Nc3ccc(Nc4ncnc5sc6c(c45)CCCC6)cc3)s2)cc1
45: CC(C#N)CCl (stereo not drawn)
46: CC1(C)[C@H]2CC[C@@]1(C)C(=O)[C@H]2[N+](=O)[O-]
47: COc1ccc(-c2nn(-c3cccc(Cl)c3)cc2-c2c(C#N)c(N)nc3c2-c2ccccc2C3=O)cc1
48: CCCCCN1C=C/C(=C\C(=O)N(C)c2ccc(OC)cc2)c2ccccc21
Screen / compound no.,43,44,45,46,47,48
SNB-19,17,96,94,99,104,102
SNB-75,-16*,86,108,81,80,98
SF-295,-51*,97,116,98,nt,100
SF-268,11,96,110,101,120,101
U251,2.1*,93,103,95,105,99
HCC-2998,13,106,95,114,108,106
PC-3,-3.0*,68,92,89,89,102
SF-539,2.6*,111,106,101,113,102

49: O=C(c1ccc([N+](=O)[O-])cc1)N(Cc1ccccc1)Cc1ccccc1
50: N#CC1=C(Nc2ccccc2Cl)SC(c2c(Cl)cccc2Cl)NC1=O (stereo not drawn)
51: CCOC(=O)CCC1CCCCC1=O (stereo not drawn)
52: COc1ccc(N2N=C(c3ccc4c(c3)OCCO4)CC2c2cccc(NC(=O)CCNS(=O)(=O)c3ccc(Cl)cc3)c2)cc1 (stereo not drawn)
53: O=C(Oc1ccccc1[N+](=O)[O-])C1CCCN1C(=O)OCc1ccccc1 (stereo not drawn)
54: CC(=NCc1ccccc1)c1ccc(O)cc1O
Screen / compound no.,49,50,51,52,53,54
SNB-19,93,nt,107,38,103,103
SNB-75,88,101,72,32,99,83
SF-295,131,71,103,24,117,123
SF-268,97,nt,119,28,108,101
U251,89,84,nt,31,97,101
HCC-2998,100,105,116,47,101,93
PC-3,83,75,103,24,97,82
SF-539,88,58,104,48,97,98

55: CC(Oc1ccc(C(=O)NS(=O)(=O)C(C)(C)C)cc1C(F)(F)F)c1ccc(Oc2cccnc2)cn1 (stereo not drawn)
56: Cc1c(C(=O)NCCc2ccc(N3CCCC3)cc2)nn(-c2ccc(Cl)cc2Cl)c1-c1ccc(Cl)cc1
57: CC(C)CCc1nc2ccc(NCc3ccc(OCCN4CCOCC4)cc3)cc2[nH]1
58: CC1Cc2c(ncn3cnnc23)N(C)c2ccccc21 (stereo not drawn)
59: O=C1OCC2=C1C(c1cccc(F)c1)c1cc3c(cc1N2CCO)OCCO3 (stereo not drawn)
60: CC1(C)NCCC[C@]2(C)[C@H]3CC(=O)[C@H]4[C@@H]5C[C@](C)(CO)CC[C@]5(C)CC[C@@]4(C)[C@]3(C)CC[C@@H]12
Screen / compound no.,55,56,57,58,59,60
SNB-19,105,99,96,102,19,99
SNB-75,88,90,87,85,27,78
SF-295,102,74,102,101,-16*,106
SF-268,99,87,91,103,35,85
U251,100,85,91,101,18,91
HCC-2998,110,103,111,104,8.1*,100
PC-3,112,67,80,95,25,83
SF-539,95,95,90,100,-32*,91

# Ordered by formula weight (lowest first): part of the list above.
40: O/N=C(\C=N\O)c1ccccc1
35: O=C1OC(Cc2ccccc2)C1c1ccccc1 (stereo not drawn)
2: Cc1ccc(C(O)(c2ccccc2)c2ccc(C)cc2)cc1
20: COc1ccc(Sc2[nH]c(C(C)=O)c3ccccc23)cc1
30: NS(=O)(=O)c1ccc(Nc2ncc3c(n2)CCCC3=O)cc1
13: CCOC(=O)c1ccc(NC(=O)Nc2nc3ccccc3s2)cc1
43: O=c1oc2ccc(F)cc2c(=O)n1-c1ccc(Br)cc1F
27: O=S(=O)(NC1CCN(Cc2ccccc2)CC1)c1ccc2ccccc2c1
Screen / compound no.,40,35,2,20,30,13,43,27
SNB-19,100,99,99,67,101,103,17,69
SNB-75,95,92,96,48,94,86,-16*,100
SF-295,110,98,102,93,106,116,-51*,38
SF-268,100,98,106,73,106,106,11,85
U251,97,97,104,76,109,88,2.1*,72
HCC-2998,95,99,106,70,113,103,13,73
PC-3,84,106,90,52,104,97,-3.0*,59
SF-539,105,102,111,72,99,94,2.6*,59

59: O=C1OCC2=C1C(c1cccc(F)c1)c1cc3c(cc1N2CCO)OCCO3 (stereo not drawn)
31: O=C(Nc1nc2ccccc2s1)c1cc(-c2ccc(F)cc2)n2nc(-c3ccccc3)cc2n1
28: CCCCCCCCCCCCCCCCCCNC(=S)N/N=C/c1c(O)ccc2ccccc12
37: Nc1nc2c(C(=O)Nc3ccc(Cl)cc3)c(Nc3ccccc3)nn2cc1-c1nc2ccccc2s1
55: CC(Oc1ccc(C(=O)NS(=O)(=O)C(C)(C)C)cc1C(F)(F)F)c1ccc(Oc2cccnc2)cn1 (stereo not drawn)
19: O=[N+]([O-])c1cccc(-c2nc3sccn3c2-c2ccnc(NCCNS(=O)(=O)c3ccc(C(F)(F)F)cc3)n2)c1
Screen / compound no.,59,31,28,37,55,19
SNB-19,19,71,98,96,105,61
SNB-75,27,38,89,89,88,nt
SF-295,-16*,40,89,98,102,37
SF-268,35,nt,96,96,99,40
U251,18,18,96,104,100,51
HCC-2998,8.1*,98,106,113,110,65
PC-3,25,57,93,93,112,17
SF-539,-32*,64,98,93,95,75

# More results.
61: Cc1ccc(-c2cc(C(=O)OCc3ccc(Br)cc3)nn2-c2ccc(S(C)(=O)=O)cc2)cc1
62: COc1cc(/C=N/N(C)C)ccc1O
63: Nc1ccc(Sc2ccc([N+](=O)[O-])c3nonc23)cc1
64: O=C1NC(=O)C2(CC(C(=O)Nc3ccc4[nH]c(=S)[nH]c4c3)Oc3ccc(F)cc32)N1 (stereo not drawn)
65: O=C(NC(=S)Nc1c(Cl)cc(Cl)cc1Cl)c1ccccc1
66: ON=C(CCc1ccccc1)CCc1ccccc1
Screen / compound no.,61,62,63,64,65,66
SNB-19,97,99,96,100,103,104
SNB-75,102,103,91,96,110,99
SF-295,102,104,97,100,121,nt
SF-268,109,101,98,109,103,103
U251,101,82,91,101,94,99
HCC-2998,115,107,108,112,102,nt
PC-3,80,90,87,97,86,98
SF-539,102,nt,92,97,101,108

67: COc1ccc(/C=N/N=C2c3ccccc3-c3ccccc32)cc1OC
68: Cn1c(=O)c2[nH]c(CCCc3nc4c(c(=O)n(C)c(=O)n4C)n3C)nc2n(C)c1=O
69: Cn1c(-c2ccccc2)c(C#N)c(NS(=O)(=O)c2ccc(N)cc2)c1-c1ccccc1
70: COc1ccc2c(c1)sc1nc(-c3ccccc3)c(-c3cc(OC)c(OC)c(OC)c3)n12
Screen / compound no.,67,68,69,70
SNB-19,106,108,85,92
SNB-75,100,92,92,83
SF-295,94,104,114,97
SF-268,97,97,98,93
U251,99,100,101,82
HCC-2998,97,91,121,97
PC-3,87,71,104,74
SF-539,107,100,96,100

# Screens (PubChem BioAssay)
